# OX1R antag-1 – human HCRTR1 antagonism; inhibition, % at 5 µM; CHO/OX1R cells, Fluo-8 calcium fluorescence, orexin A; O43613; AID 434989; hit rate 0.43% among 330,000;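 active = inhibition above its plate's threshold, mean inhibition of all tested compounds on the plate plus 3 SD, cut at about 37% in these data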;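 also: 0% = orexin A challenge wells and 100% = SB-334867-A antagonist wells; not every result past the cut was called active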
# Target sequence (O43613 whole entry, looked up): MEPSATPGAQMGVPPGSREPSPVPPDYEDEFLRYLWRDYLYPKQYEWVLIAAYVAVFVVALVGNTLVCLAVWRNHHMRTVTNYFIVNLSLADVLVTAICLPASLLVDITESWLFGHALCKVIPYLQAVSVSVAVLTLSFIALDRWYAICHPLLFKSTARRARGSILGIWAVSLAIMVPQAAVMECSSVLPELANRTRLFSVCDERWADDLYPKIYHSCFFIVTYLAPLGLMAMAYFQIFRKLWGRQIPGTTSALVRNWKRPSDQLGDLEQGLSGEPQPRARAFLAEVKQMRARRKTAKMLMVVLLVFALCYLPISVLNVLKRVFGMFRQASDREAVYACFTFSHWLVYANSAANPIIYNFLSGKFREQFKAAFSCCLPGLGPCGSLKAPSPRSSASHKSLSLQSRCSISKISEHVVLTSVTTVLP
# OX1R antag-2 – blocks the human orexin 1 receptor | inhibition, % at 6.6 µM | OX1R-expressing cells, FRET antagonist read-out | AID 485270 | hit rate 1.8% among 330,000; in the data active = inhibition mostly above about 38%, no sharp cut-off; inactive = mostly below about 40%;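 also: 0% = agonist challenge alone and 100% = reference antagonist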
# CHT allo act – allosteric activators of human choline transporter CHT | Q9GZV3 | CHT-expressing cells, membrane potential dye, choline EC20; active compounds read high; LV-AA mutant CHT in HEK293 cells | B-score at 10 µM | hit rate 0.49% among 310,000 | AID 488977;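 active = initial fluorescence not abnormally high and integrated response B-score, plate-corrected, over 3 SD above library mean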
# Target sequence (Q9GZV3 whole entry, looked up): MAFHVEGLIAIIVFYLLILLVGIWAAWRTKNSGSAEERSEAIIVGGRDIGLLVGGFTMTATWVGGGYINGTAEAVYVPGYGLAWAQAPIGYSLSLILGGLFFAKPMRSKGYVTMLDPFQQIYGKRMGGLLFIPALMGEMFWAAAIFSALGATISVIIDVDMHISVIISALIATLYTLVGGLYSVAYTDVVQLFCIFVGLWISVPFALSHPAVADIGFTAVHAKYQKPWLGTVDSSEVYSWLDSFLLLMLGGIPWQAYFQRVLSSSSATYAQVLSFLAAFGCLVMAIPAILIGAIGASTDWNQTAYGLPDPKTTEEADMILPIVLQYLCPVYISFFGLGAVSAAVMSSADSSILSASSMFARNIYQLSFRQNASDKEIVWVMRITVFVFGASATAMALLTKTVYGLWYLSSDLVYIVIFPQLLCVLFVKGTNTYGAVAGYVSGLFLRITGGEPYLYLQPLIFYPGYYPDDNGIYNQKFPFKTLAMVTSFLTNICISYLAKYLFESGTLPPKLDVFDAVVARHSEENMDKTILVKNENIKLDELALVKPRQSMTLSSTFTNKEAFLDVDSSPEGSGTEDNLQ
# * = called active by the depositor; i = inactive; / = not tested or not shown.
SMILES,OX1R antag-1,OX1R antag-2,CHT allo act
COc1ccc(CNC(=O)[C@@H](C)NC(=O)[C@@H]2Cc3ccccc3CN2)cc1,-19,-2,i
COc1cc(NC(=O)C/C(C)=N/NC(=O)Cc2ccccc2)c(OC)cc1Cl,-19,11,i
CNC(=O)CS(=O)CC(=O)Nc1cc(OCCOC)c(Cl)cc1Cl (centres undefined),4,7,i
Cc1cccc(C2Nc3ccccc3C(=O)N2c2ccccc2)n1 (centres undefined),11,7,i
O=C(c1cccs1)c1no[n+]([O-])c1C(=O)c1cccs1,-8,18,i
Cn1c(C(=O)N2CCN(c3cccc(C(F)(F)F)c3)CC2)cc2sccc21,-25,4,i
COC(=O)c1ccc(CN(Cc2ccc(C(=O)OC)o2)C(C)(C)C)o1,-11,0,i
Cn1c(SCC(=O)N/N=C/c2cccnc2)nnc1-c1ccccc1,-7,14,i
COc1cccc(CNC(=O)CSc2nnc3c(n2)[nH]c2ccc(F)cc23)c1,-9,7,i
CCOc1ccc(N2CC(C(=O)NCc3ccco3)CC2=O)cc1 (centres undefined),-8,22,i
CCCNC(=S)NNC(=O)c1cccs1,-11,22,i
COc1cc(OC)c2c(-c3ccccc3)cc(=O)oc2c1C(CCN1CCCC1)c1ccc2c(c1)OCO2 (centres undefined),-11,20,i
O=c1[nH]nc(Cc2ccc(-c3ccccc3Cl)o2)c2ccccc12,47*,64,i
CC1CC(C)CN(C(=O)COC(=O)c2c[nH]c3ccccc23)C1 (centres undefined),-28,10,/
O=C(OC1CCc2ccccc2C1=O)c1ccccc1O (centres undefined),-19,38,i
COc1ccc(C(=O)OCC(=O)Nc2c(C)cccc2C)cc1,-16,2,i
O=C(c1ccc2c(c1)CCN2S(=O)(=O)c1ccccc1)N1CCN(c2ccccc2F)CC1,-7,6,i
COc1ccc(NC(=O)C2CCN(S(=O)(=O)c3cccnc3)CC2)cc1Cl,-11,14,i
COc1ccc(O[C@H]2C=C[C@@H](c3ccccc3)O[C@@H]2CO/N=C(\C)CCC(=O)OC[C@H]2O[C@H](c3ccccc3)C=C[C@@H]2Oc2ccc(OC)cc2)cc1,-1,14,i
COc1coc(C(O)C[N+](=O)[O-])cc1=O (centres undefined),0,10,i
COCCCN1C(=O)C(=O)/C(=C(/O)c2ccc(S(=O)(=O)N3CCOCC3)cc2)C1c1ccc(C(C)C)cc1 (centres undefined),-4,13,i
CCC1(C)CC(=O)N(c2ccc(F)c(Cl)c2)C(=O)C1,-30,0,i
CN(NC(=O)Nc1ccccc1)c1cnn(C)c(=O)c1Cl,-14,12,i
Clc1ccc(Cn2ccc(C3CC3)n2)cc1,-17,10,i
O=C(NC1CC2CCC(C1)N2Cc1ccccc1)c1ccccc1Cl (centres undefined),-10,-4,i
CCN1C(=O)[C@H]2[C@@H](c3ccc(C)cc3)N3C(=O)N(c4cccc(Cl)c4)C(=O)[C@@]3(Cc3ccc(Cl)cc3)[C@H]2C1=O,4,56,i
CCn1c(COc2ccccc2C(N)=O)nc2ccccc21,-25,19,i
NS(=O)(=O)c1ccc(NC(=O)C(Sc2ccccc2)c2ccccc2)cc1 (centres undefined),14,22,i
Cc1cc(C)n2nc(-c3sccc3-n3cccc3)cc2n1,-24,40,i
COc1ccc(-n2c(-c3ccc(Cl)cc3)c[n+]3c2CCc2ccccc2-3)cc1,-21,6,8.2*
O=C(CN1Cc2ccccc2C1=O)Nc1ccc2c(c1)OCCO2,-10,16,i
CC(=O)N[C@@H]1[C@@H](O)[C@@H]2OC(c3ccccc3)OC[C@H]2O[C@@H]1N=[N+]=[N-] (some centres undefined),-23,3,i
Cc1ccc(-n2c(C)nnc2SCC(=O)N(C)C2CCS(=O)(=O)C2)cc1 (centres undefined),11,-5,/
CCOC(=O)N1CCN(CC(=O)c2ccc3c(c2)CCN3)CC1,-12,2,i
Brc1cccc(OCCN2CCc3ccccc3C2)c1,-30,0,i
CSc1nc2nc3c(cc2c(=O)[nH]1)C(O)Oc1ccc(C)cc1-3 (centres undefined),-30,8,i
CCOc1ccc(CCNC(=O)COC(=O)CCS(=O)(=O)c2ccc(C)cc2)cc1OCC,-34,15,i
Cc1cc(Cl)c(OCCOCCN2CCNCC2)c(Cl)c1,-21,6,i
COC(=O)c1noc(C)c1-c1ccnn1C(=O)c1ccc(C)cc1,-7,12,i
C#CC1(NC(=O)NCCCC)CCCCC1,-5,4,i
COc1cc(C(=S)N2CCOCC2)ccc1OC(=O)c1ccccc1C,2,23,i
CCn1c(SCC(=O)N2CCCC2)nc2c(c1=O)SC(C)C2 (centres undefined),-4,4,i
Cc1occc1C(=O)NNC(=O)CN1C(=O)NC(C)(c2ccccc2)C1=O (centres undefined),-1,-2,i
NC(=NC(=O)c1ccc(OCC(F)(F)F)nc1)c1ccc(Cl)cc1,-19,14,i
Nc1ccc(C(=O)N2CCN(S(=O)(=O)c3ccc(Cl)s3)CC2)cc1[N+](=O)[O-],-24,17,i
O=C(COC(=O)c1ccc(Cl)nc1)NCc1ccc(F)cc1,-13,3,/
CCCCOn1c(C)c(C(=O)OCC)c2c3no[n+]([O-])c3ccc21,5,9,i
COC(=O)c1ccc(C(=O)NC(=S)Nc2nc3c(s2)CC(C)CC3)cc1 (centres undefined),-5,12,i

# Reformatted field by field: 3 of the compounds above
C#CC1(NC(=O)NCCCC)CCCCC1
  OX1R antag-1: -5 | OX1R antag-2: 4 | CHT allo act: i

COc1cc(C(=S)N2CCOCC2)ccc1OC(=O)c1ccccc1C
  OX1R antag-1: 2 | OX1R antag-2: 23 | CHT allo act: i

CCn1c(SCC(=O)N2CCCC2)nc2c(c1=O)SC(C)C2 (centres undefined)
  OX1R antag-1: -4 | OX1R antag-2: 4 | CHT allo act: i

# (continued)
SMILES,OX1R antag-1,OX1R antag-2,CHT allo act
COc1ccc(OCCCC(=O)NCc2ccco2)cc1,-13,3,i
CS(=O)(=O)N(CC(=O)NCc1ccco1)c1ccc(Cl)c(C(F)(F)F)c1,-37,29,i
CC1=NN(c2ccccc2)C(=O)C1N=Nc1ccc(C)cc1 (centres undefined),-13,6,i
O=C(/C=C/c1ccc(Cl)c([N+](=O)[O-])c1)Nc1ccc(N2CCCC2)c(Cl)c1,8,5,i
COc1cccc(/C=C/C(=O)NCCc2ccc(OC)c(OC)c2)c1,-23,20,i
O=C(N/N=C/c1cccc(Cl)c1)C1CCCC1,-22,15,i
COc1ccc(-c2nn(-c3ccccc3)cc2C(=O)Nc2nccs2)cc1OC,4,27,i
CC(OC(=O)c1ccc(S(=O)(=O)N2CCCCC2)cc1)C(=O)Nc1ccc(C(N)=O)cc1 (centres undefined),-7,9,/
CN(Cc1nc(C(c2ccccc2)c2ccccc2)no1)CC1COCCO1 (centres undefined),-21,19,i
CC(C)=CCC/C(C)=C/CNC(=O)CC1C[C@H](C(=O)N2CCCCC2)[C@@]2(C)c3[nH]c4ccccc4c3CCN2C1=O (some centres undefined),3,-5,/
Cc1ccc(S(=O)(=O)N2CCCC2C(=O)NC2=NCCS2)cc1 (centres undefined),-23,20,i
CCOc1ccc(NC(=O)CCNS(=O)(=O)c2cccc3nsnc23)cc1,-19,34,i

# Next section, overlapping the part above by three compounds.
SMILES,OX1R antag-1,OX1R antag-2,CHT allo act
CC(C)=CCC/C(C)=C/CNC(=O)CC1C[C@H](C(=O)N2CCCCC2)[C@@]2(C)c3[nH]c4ccccc4c3CCN2C1=O (some centres undefined),3,-5,/
Cc1ccc(S(=O)(=O)N2CCCC2C(=O)NC2=NCCS2)cc1 (centres undefined),-23,20,i
CCOc1ccc(NC(=O)CCNS(=O)(=O)c2cccc3nsnc23)cc1,-19,34,i
Cc1ccc(C(=O)NCC(=O)NC2CCCCCC2)cc1,-8,3,i
COc1ccc(OC)c(S(=O)(=O)N2CCCCCC2)c1,-9,6,i
CC(NC(=O)c1cc2cc(Br)ccc2oc1=N)c1ccccc1 (centres undefined),-16,18,i
COc1ccccc1/C=C/c1nc(C#N)c(N(C)C)o1,-21,29,i
O=C(NCCCSc1ccccc1)c1ccc(=O)[nH]c1,-12,4,i
O=C(Nc1nc2c(ccc3ccccc32)s1)c1ccco1,-22,30,i
Cc1nn(-c2ccccc2)c(C)c1C(=O)NCc1cccs1,-11,12,i
CN(CC1COc2ccccc2O1)C(=O)CSc1ncccn1 (centres undefined),-8,7,/
CCOC(=O)CCC(NC(=O)c1ccccc1C(=O)NC(CCC(=O)OCC)C(=O)OCC)C(=O)OCC (centres undefined),-22,18,i
CC1(C)C2CCC(C2)C1(C)NC(=O)CNC1CCCCC1 (centres undefined),-19,6,i
COc1ccc(Cl)cc1NC(=O)C[n+]1cccc(C)c1,-10,2,i
COC(=O)C1C(=O)C=C(Nc2ccc(F)cc2F)CC1c1ccccc1 (centres undefined),-10,12,i
COc1ccc2ncc(S(=O)(=O)c3ccccc3)c(N3CCN(c4ccccc4)CC3)c2c1,-4,41,i
COc1ccccc1N1CCN(/N=C(\C)c2ccc(O)cc2)CC1,-6,-4,i
COc1ccc(-c2nnc3ccc(SCC(=O)NCC4CCCO4)nn23)cc1 (centres undefined),-17,13,i
COc1ccc(C2Nc3ccccc3NC3=C2C(=O)CC(C)(C)C3)cc1OC (centres undefined),-16,13,i
COC(=O)c1cc(S(=O)(=O)N2CCCCC2)c[nH]1,-7,1,i
COc1ccc(NS(=O)(=O)c2ccc(OC)c(NC(=O)CCC3CCCCC3)c2)cc1,-19,5,i
COc1ccc([N+](=O)[O-])cc1NC(=O)c1ccco1,-9,13,i
CCC(C)NCCOCCOc1ccc(Cl)c2ccccc12 (centres undefined),0,9,i
CCCCOP(=O)(OCCCC)C(O)c1ccc(Br)cc1 (centres undefined),-27,16,i
c1coc(-c2ccnc(-n3cccc3)n2)c1,0,16,i
Cc1csc(C(C)NC(=O)c2ccc(OC3CCN(CCc4ccccc4)CC3)cc2)n1 (centres undefined),-11,12,i
CC(C)N1CCN(C(=O)c2ccc(NC(=O)c3ccc(Br)o3)cc2)CC1,4,11,i
[O-][n+]1onc2c1CCc1nnc(-c3ccccc3)cc1-2,-18,151*,i
COC(=O)c1ccc(CSc2nnc(-c3ccncc3)n2Cc2ccccc2)o1,-20,6,i
COc1ccc(Cl)cc1NC(=O)CN(C)C(=O)C1CC1,-11,10,/
Cc1cccc(C)c1NC(=O)NCCCN1CCN(c2ccccc2)CC1,-40,14,i
Cc1noc(C)c1C(=O)OCC(=O)Nc1ccccc1Oc1ccccc1,-28,16,i
CC(C)CN(CC(C)C)S(=O)(=O)N1CCC(C(=O)NCc2ccco2)CC1,-22,9,i
Cc1cccnc1NC(=S)NC(=O)c1cccs1,-2,8,i
CCc1cc(CNC(=O)c2ccc(OC3CCN(CCc4ccccc4)CC3)cc2)on1,-19,-1,6.5*
COc1ccc(C2OC(=O)CC2C(=O)NCc2ccc(Cl)cc2)cc1OC (centres undefined),-19,24,i
COc1cccc(/C=c2\sc3nc(-c4cccs4)nn3c2=O)c1OC,-8,15,i
CCCn1c2ccccc2c2cnn(CC(=O)NC3CCCCC3)c(=O)c21,-28,14,i
CCOC(=O)c1ccccc1NC(=O)COC(=O)c1ccccc1C(=O)N(C)c1ccccc1,-40,6,i
CCOCCOC(=O)c1[nH]c2c(c1C)C(=O)CC(c1ccc(OC)c(OC)c1)C2 (centres undefined),-21,11,i
COc1ccc(C2CCCN2C(=O)Nc2ccc(C)c(C)c2)cc1OC (centres undefined),-21,21,i
COc1ccc(C)cc1NS(=O)(=O)c1cc(C)ccc1C,-2,-7,i
Clc1ccc(-c2ncc3ccccn23)c(Cl)c1,-21,28,i
Cc1ccc(C(=O)NCC(=O)Nc2ncccc2C)s1,-10,7,i
COc1ccc(NC(=S)N2CCc3ccccc3C2)cc1OC,-6,3,i
CC(C)C(c1nnnn1Cc1ccccc1)N(Cc1ccco1)Cc1cccs1 (centres undefined),-4,12,i
Cc1nc2c(sc3nc(N4CCOCC4)c4c(c32)CC(C)(C)OC4)c(-c2ccc(Cl)cc2)c1C(=O)O,-27,5,i
CCOC(=O)CC(NC(=O)c1ccco1)c1ccc(C)cc1 (centres undefined),-9,9,i
CC(C)(C)NC(=O)COC(=O)c1cc(Cl)ccc1[N+](=O)[O-],-14,17,i
CCCCNC(=O)CCCCC(=O)N/N=C/c1cccc(Cl)c1,-16,14,i
Cc1ccc(NC(=O)c2c([N+](=O)[O-])c(C(C)(C)C)nn2C)cc1,-24,20,i

# Six of the entries above in order of the OX1R antag-1 value, lowest first.
molecule	OX1R antag-1	OX1R antag-2
Cc1nc2c(sc3nc(N4CCOCC4)c4c(c32)CC(C)(C)OC4)c(-c2ccc(Cl)cc2)c1C(=O)O	-27	5
Cc1ccc(NC(=O)c2c([N+](=O)[O-])c(C(C)(C)C)nn2C)cc1	-24	20
Clc1ccc(-c2ncc3ccccn23)c(Cl)c1	-21	28
CC(C)(C)NC(=O)COC(=O)c1cc(Cl)ccc1[N+](=O)[O-]	-14	17
CCOC(=O)CC(NC(=O)c1ccco1)c1ccc(C)cc1 (centres undefined)	-9	9
COc1ccc(C)cc1NS(=O)(=O)c1cc(C)ccc1C	-2	-7

# New compounds follow.
SMILES,OX1R antag-1,OX1R antag-2,CHT allo act
CN(C)c1nc(-c2ccc([N+](=O)[O-])cc2)cs1,-15,44,i
Nc1c(C(=O)NCCN2CCOCC2)c2nc3ccccc3nc2n1-c1ccc2c(c1)OCO2,13,17,i
CC(=O)CC(=O)Nc1ccc2ccccc2c1,2,3,i
C/C(=N/OC(=O)c1ccc(Br)cc1)c1ccc(C)cc1,-10,10,i
CC(C)C(=O)Nc1ccc(O)c(-c2csc(N)n2)c1,7,29,i
COc1ccc(NC(=O)c2noc3c2CCC3)cc1,-20,7,i
Cc1cc(C(=O)COc2ncnc3sccc23)c(C)n1C1CC1,-19,8,i

# OX1R antag-1: what is marked active above.
smiles | OX1R antag-1 | OX1R antag-2
O=c1[nH]nc(Cc2ccc(-c3ccccc3Cl)o2)c2ccccc12 | 47* | 64
